Screening data from PubChem.
Shn3 3UTR inh: reduces Shn3 3'UTR luciferase signal in osteoblasts; AID 588674; Clone20 osteoblast Shn3 3'UTR firefly luciferase, 24 h; hit rate 0.52% among 360,000; inhibition, % at 12.5 µM;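 active = mean inhibition of at least 75% with every replicate also reaching 75%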;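 also: 0% = median of neutral control wells and 100% = pilot-screen positive control compound; some compounds past the cut are filed as inactive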
CF NFkB block: blocks PAF-induced NF-kB reporter in cystic fibrosis cells. AID 588850. hit rate 0.86% among 360,000. inhibition, % at 5 µM. KKLEB NF-kB-GFP reporter, GFP fluorescence overnight;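 active = at least 50% inhibition at 5 µM, scaled per plate between neutral and stimulator controls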;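 also: PAF is a Pseudomonas aeruginosa culture filtrate used as stimulus; plate controls were PAF-stimulated DMSO wells for no effect and unstimulated DMSO wells for full effect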
NR2E3 ag-1: activates human photoreceptor nuclear receptor NR2E3 | Q9Y5X4 | GST-NR2E3/biotin-RetCOR TR-FRET, 1536-well | inhibition of corepressor binding, % at 4.78 µM | hit rate 0.12% among 320,000 | AID 2300;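 active = percent inhibition above the cutoff of mean plus 3 SD of all tested compounds, set per screening campaign, cut at about 20% in these data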;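 also: 0% = DMSO wells and 100% = biotin wells as full block of FRET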
Target sequence (Q9Y5X4 whole entry, looked up): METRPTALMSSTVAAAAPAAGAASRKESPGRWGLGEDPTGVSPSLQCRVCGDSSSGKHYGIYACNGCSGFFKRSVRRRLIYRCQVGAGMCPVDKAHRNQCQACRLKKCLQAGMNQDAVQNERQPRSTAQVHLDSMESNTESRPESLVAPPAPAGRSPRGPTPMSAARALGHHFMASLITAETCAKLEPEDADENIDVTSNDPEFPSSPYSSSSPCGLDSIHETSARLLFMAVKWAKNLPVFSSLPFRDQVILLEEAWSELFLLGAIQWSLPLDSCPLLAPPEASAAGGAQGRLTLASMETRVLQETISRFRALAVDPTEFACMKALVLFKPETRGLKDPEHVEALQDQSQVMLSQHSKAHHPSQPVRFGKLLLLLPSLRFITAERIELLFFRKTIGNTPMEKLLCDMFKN
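Test system – NR2E3–RetCOR corepressor complex · Quantity – NR2E3 fusion 1.35 nM · Buffer or medium – Tris pH 7.5 · Incubation – Compound–protein incubation for 5 h at 4 °C · Technique – TR-FRET, Eu(K)-anti-GST donor, streptavidin-D2 acceptor, ex 340, em 617/671 nm · Evaluation – percent inhibition of 671/617 nm emission ratio versus biotin and DMSO controls · Plate – 1536-well format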
iPSC survival up: hiPSC single-cell survival enhancement | ATPlite luminescence; 100% = ROCK inhibitor wells, 0% = DMSO | survival enhancement, % at 20 µM | hit rate 0.044% among 360,000; in the data active = survival enhancement above about 18%;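 also: cells exposed to compounds for 16 hours before the ATP read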
aDG glyco act: alpha-DG glycosylation activation; Pro5-aDG cells, alpha-DG glycosylation AlphaScreen (IIH6); 0% Pro5, 100% B10-LARGE cell signal; hit rate 0.22% among 360,000; activation, % at 10 µM; AID 624168;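 active = activation of at least 8% versus controls, or a plate z-score of at least 8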;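 also: Pro5 are CHO cells carrying HIG-tagged alpha-DG that lacks glycosylation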
TWEAK Fn14 block: inhibitors of TWEAK-Fn14 interaction signaling; hit rate 2% among 360,000; inhibition, % at 10 µM; TWEAK-stimulated Fn14 reporter cells, luciferase luminescence, 8 h; in the data active = inhibition above about 50%
TRPM1 prom inh: reduces MITF-dependent TRPM1 promoter luciferase signal | SK-MEL-5 TRPM1 promoter luciferase, 24 h | inhibition, % at 12.5 µM | hit rate 0.83% among 330,000 | AID 488899;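 active = mean inhibition across replicates of 60% or more, whatever share of single replicates reaches that level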; also: values of inactives mirror those of a sister screen read the other way
HIF-2a inh: HIF-2a inhibition. inhibition, % at 18.8 µM. hit rate 0.72% among 360,000. 786-0 RCC cells HIF-2a reporter, luciferase luminescence, overnight;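 active = inhibition of the luminescence signal of 40% or more relative to plate controls, in a single-dose primary screen at 18.75 µM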
Peg3 promoter: reduces Peg3 promoter-driven luciferase expression in HeLa; hit rate 1.7% among 360,000; AID 588405; inhibition, % at 20 µM; HeLa PEG-Prom luciferase reporter, luminescence, overnight;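 active = inhibition of at least 50% at 20 µM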
NR2E3 ag-2: activates human NR2E3 receptor. inhibition of corepressor binding, % at 3.98 µM. AID 602229. hit rate 0.35% among 360,000. CHO-S Gal4-NCOR/VP16-NR2E3 two-hybrid, luciferase;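 active = inhibition above the mean of all tested compounds plus 3 SD, cut at about 70% in these data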;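 also: 0% = DMSO with NR2E3 transfected cells and 100% = cells lacking NR2E3 construct; higher means lower luciferase signal from less NR2E3 corepressor binding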
KKLEB tox: CF airway cell cytotoxicity counter-screen; KKLEB CF airway cells viability, ATPlite luminescence, overnight; active compounds read low; cells stimulated with P. aeruginosa culture filtrate; activity change (cytotoxicity), % at 5 µM; hit rate 0.36% among 360,000;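 active = corrected activity change at or below -50% at 5 µM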
* hit, by the source's call; . = no result given.

structure	aDG glyco act	CF NFkB block	Peg3 promoter	KKLEB tox	TWEAK Fn14 block	NR2E3 ag-1	TRPM1 prom inh	iPSC survival up	HIF-2a inh	NR2E3 ag-2	Shn3 3UTR inh
NNC(=O)Cn1c(-c2ccccc2)cc(=O)n2ncnc12	-0.2	-16	1	5	-8	4	0	2.4	18	-7	-33
CC1(C)[C@H]2CC[C@]1(C)[C@@H](OC(=O)C[N+]1(C)CCOCC1)C2	0.1	-2	5	2	-1	1	4	0.5	14	2	-6
O=C(Oc1ccc(-c2nc(-c3ccccn3)no2)cc1)c1ccccc1	0.0	-7	67*	-8	93*	2	37	-3.6	42*	-131	26
CCCCN(C=O)c1c(CC)nc2c(OCc3ccc(S(C)(=O)=O)cc3)cccn12	-0.4	4	7	2	-6	.	.	-0.6	8	-10	12
O=C1NC[C@H](CCCCN2C[C@H](Cc3ccc(O)cc3)N(CCc3ccc(O)cc3)C(=O)C2=O)N(Cc2ccccc2)C1=O	0.9	.	.	.	4	.	.	1.1	9	9	.
O=C1CC(c2ccccc2)CC(O)=C1C=NCCCO (stereo not given)	2.3	10	-1	1	7	-1	8	4.0	10	7	9
COc1ccc(N2CCN(CC(=O)Nc3c(C)cccc3C)CC2)cc1	-0.3	-11	0	2	15	.	.	1.3	5	-20	-17
CCCc1cc(=O)oc2cc(OCC(=O)NCC(O)c3ccccc3)ccc12 (stereo not given)	0.1	-31	-8	4	-6	-2	-24	-0.4	-2	-39	9
Cc1ccc(CNS(=O)(=O)c2ccc(Br)s2)cc1	0.0	8	-21	9	-7	-3	-7	-0.3	-6	-14	9
CCOc1ccc(S(=O)(=O)N2CCC(C(=O)NCc3ccco3)CC2)cc1C	0.1	-7	15	-5	3	2	6	-0.3	5	-6	5
COc1ccc(-c2cc3nc(-c4ccccc4)cc(N4CCC(O)CC4)n3n2)cc1	0.2	9	46	-21	40	-1	7	0.5	-2	-6	-3
CCOc1ccc(S(=O)(=O)Nc2cccc(C(=O)N3CCN(c4ccccn4)CC3)c2)cc1	0.2	-4	9	-6	17	.	.	3.8	7	10	20
COc1ccccc1C(=O)NC(=O)Nc1nc(-c2ccccc2)cc(C(F)(F)F)n1	-0.2	31	14	-15	-19	-4	7	0.3	10	-10	-11
CC(=O)c1ccc(N(CC(=O)NC2CCCCC2)C(=O)CNC(=O)c2cccs2)cc1	0.1	-17	-1	11	32	4	-5	1.1	11	-14	-1
Cc1ccc(S(=O)(=O)NCC(=O)OCC(=O)N(C)C2CCCCC2)cc1	-0.2	19	9	-14	-7	2	1	0.6	2	-7	-14
O=C(NCCNC(=O)c1cccs1)c1ccco1	0.1	-5	1	1	-6	1	2	8.4	9	7	18
Cc1cccc(NC(=O)CC2C(=O)NC3CCCCC3N2C(=O)c2ccccc2Cl)c1 (stereo not given)	0.0	-10	6	-3	3	-1	0	0.1	9	10	8
CCCn1c(=O)c2ccccc2n2c(SCC(=O)c3ccccc3)nnc12	0.3	-1	-9	-20	5	-3	-21	1.1	-12	-24	0
COCCNC(=O)C1(C)CCCN(Cc2cn(C)c3ccccc23)C1 (stereo not given)	-0.1	-7	-31	-1	-4	.	.	-0.4	22	6	11
COCCN(C(=O)C1CCCO1)c1c(N)n(CC(C)C)c(=O)[nH]c1=O (stereo not given)	0.7	10	12	-9	7	3	8	0.2	10	-17	-7
COc1cc(C2Nc3ccc4ncccc4c3C3=C2C(=O)CCC3)ccc1O (stereo not given)	-0.2	4	-34	-15	1	1	11	2.1	-79	-57	-17
Cc1c(Cl)ccc(S(=O)(=O)NCCN2CCOCC2)c1Cl	-0.1	8	1	8	3	3	-8	-0.4	-1	-32	4
COc1cc(-c2n[nH]c(=S)n2-c2cc(C(F)(F)F)ccc2Cl)cc(OC)c1OC	0.0	-15	3	0	-1	0	24	-1.3	20	-14	2
O=C(CN1CCCCCC1)Nc1ccccc1Cl	-0.1	15	-13	3	7	0	-2	1.2	-10	2	2
Cc1cccc(NC(=O)CN2CCN(C(=O)c3c(C)nn(Cc4ccccc4)c3C)CC2)c1C	0.1	20	6	-22	-1	-2	-4	0.2	8	-9	-13
O=C(NCc1ccccc1)/C(=C\c1ccc([N+](=O)[O-])cc1)NC(=O)c1ccco1	0.9	-11	-24	-3	2	1	0	-0.5	6	6	-8
O=S(=O)(c1ccc(N2CCOCC2)cc1)N1CCOCC1	-0.1	-6	12	8	0	5	1	0.2	13	-19	0
COc1cccc2cc(C(=O)N3CCN(C45CC6CC(CC(C6)C4)C5)CC3)c(=O)oc12	-0.1	5	-5	0	-4	1	-11	2.0	10	6	8
CC(Oc1ccc2c(-c3ccccc3)cc(=O)oc2c1)C(=O)NC(Cc1c[nH]c2ccccc12)C(=O)O (stereo not given)	-0.1	-11	-3	11	-2	.	9	3.2	7	-19	-15
CC(C)COC(=O)N(C)C[C@H]1OCc2cn(nn2)CCCC(=O)N([C@@H](C)CO)C[C@@H]1C	0.0	-6	-4	-2	7	.	.	2.4	-2	3	-7
c1ccc(-c2nnc3sc(-c4csc5c4CCCC5)nn23)cc1	-0.1	-16	-74	0	-17	0	-46	-0.9	-126	-47	-28
N#CC(C#N)=C1CCc2ccccc2N1	0.0	-5	5	-4	-13	0	4	-2.3	-14	-4	-5
OC1CCN(c2ncnc3c2nnn3Cc2c(F)cccc2Cl)CC1	-0.2	22	7	-32	-14	-2	-9	-1.5	9	-41	7
O=C(COC(=O)Cc1ccc(-c2ccccc2)cc1)NCc1ccc(F)cc1	0.0	6	-4	-3	3	-1	10	-1.1	12	-33	2
Clc1cccc(-c2nnc(SC/C=C/c3ccccc3)n2Cc2ccco2)c1	0.7	20	32	-9	35	-1	1	-1.6	8	-24	34
CCc1nn(CC(=O)O)c(=O)c2ccccc12	0.6	18	11	14	20	4	-10	0.9	-15	26	7
N=c1oc2ccc(Cl)cc2cc1C(=O)NC1CCCCCC1	0.2	26	-49	-4	-7	4	-15	1.5	-33	0	2
CC(OC(=O)c1cnc2ccccc2n1)c1ccccc1Cl (stereo not given)	0.0	-2	-124	12	-32	6	-12	-0.4	-102	-32	-18
Cc1ccc2cc(C#N)c(N3CCCN(C(=O)C4CCCO4)CC3)nc2c1 (stereo not given)	-0.1	-4	0	1	6	3	7	0.7	10	6	10
COc1ccc(-n2cnc3cc(NCc4ccccn4)ccc32)cc1	0.0	8	-59	-2	4	-1	-6	-1.4	-63	-39	-25
O=[N+]([O-])c1cc(CN2CCCC2)ccc1Sc1ccc(Cl)cc1	4.7	13	27	-12	-26	0	-7	0.7	5	34	-2
CS(=O)(=O)N1CCN(C(=O)c2cc(-c3cccnc3)nc3ccc(Cl)cc23)CC1	0.8	5	4	-13	-31	5	13	2.1	6	-13	-3
O=C(CSc1ncnc2sccc12)N1CCN(C(=O)c2cccs2)CC1	0.0	17	3	-6	-7	0	-7	1.5	-11	2	-10
O=C1CN(C(=O)N[C@@H](Cc2ccccc2)C(=O)N[C@@H](Cc2ccccc2)C(=O)O)c2ccccc2N1	0.1	-2	15	2	7	2	-3	-0.8	2	-13	-8
Cn1c(=O)n(C)c(=O)n(CC(=O)N2CCCCC2)c1=O	-0.1	-9	0	-5	-11	0	1	1.8	13	-63	20
O=C(CN1CCN(S(=O)(=O)c2cccc(Cl)c2)CC1)NCC1(N2CCOCC2)CCCCC1	-0.1	20	-9	2	-8	3	9	-0.5	10	-8	4
O=C(Nc1ccccc1C(F)(F)F)c1ccc2nccnc2c1	0.1	30	-18	10	-1	-2	-14	-0.5	-36	-8	-6
O=C(CSc1nncn1-c1ccccc1)NC1CCCC1	0.2	-7	5	-8	-1	1	0	1.2	3	-16	5
CCOc1ccccc1N1CCN(S(=O)(=O)CC)CC1	-0.1	-5	13	2	-4	2	2	0.4	3	1	-9
CC(=O)c1cc(F)c(N2CCCCCC2)cc1C	-0.1	5	-24	6	-6	0	-9	-1.3	-21	-22	6
Nc1ccccc1C(=O)NN=Cc1cccnc1	-0.3	-1	-113	-3	4	.	.	-1.8	-150	-48	-43
CC1CCCCN1CCNC(=O)C1CCCN(S(=O)(=O)c2cccc3nsnc23)C1 (stereo not given)	-0.5	21	-8	3	1	-4	-5	-0.3	5	5	7
CCc1nc2sc3c(c2c(=S)[nH]1)CC(C)(C)OC3	-0.3	17	-14	-10	12	.	7	-0.3	-14	-19	-1
Cc1nc(SCC(=O)Nc2c(C)n(C)n(-c3ccccc3)c2=O)[nH]c(=O)c1C	-0.1	20	9	-10	10	2	-1	1.8	13	-14	-3
Cc1c(NC(=O)CSc2nnc3sc4ccccc4n23)c(=O)n(-c2ccccc2)n1C	-0.1	-10	5	12	18	0	6	0.1	0	5	4
Cc1nnsc1C(=O)NC(C)c1ccccc1 (stereo not given)	-0.1	3	4	-3	-6	-1	-5	-0.1	3	-20	-7
O=C1NC(=O)C(c2ccccc2[N+](=O)[O-])=C1Nc1ccc(O)c(Cl)c1	0.1	18	6	16	14	1	0	12	-4	-19	21
COCCn1c(SCC(=O)N2CCCC2)nnc1C(C)C	-0.1	-18	2	8	-1	2	2	1.3	5	-7	-6
NC(=O)N/N=C/c1coc2ccc3ccccc3c2c1=O	0.0	-40	0	12	-32	-6	5	-0.8	-3	8	5
COc1ccccc1C(=O)N/C(=C/c1cccc([N+](=O)[O-])c1)C(=O)Nc1cccc(C(=O)O)c1	0.2	4	11	4	-1	4	-6	-1.0	19	-2	2

Part of the list above in a different format.
Values run as follows: aDG glyco act, CF NFkB block, Peg3 promoter, KKLEB tox, TWEAK Fn14 block, NR2E3 ag-1, TRPM1 prom inh, iPSC survival up, HIF-2a inh, NR2E3 ag-2, Shn3 3UTR inh
CC(=O)c1cc(F)c(N2CCCCCC2)cc1C
  -0.1, 5, -24, 6, -6, 0, -9, -1.3, -21, -22, 6
Nc1ccccc1C(=O)NN=Cc1cccnc1
  -0.3, -1, -113, -3, 4, ., ., -1.8, -150, -48, -43

(listing goes on)
structure	aDG glyco act	CF NFkB block	Peg3 promoter	KKLEB tox	TWEAK Fn14 block	NR2E3 ag-1	TRPM1 prom inh	iPSC survival up	HIF-2a inh	NR2E3 ag-2	Shn3 3UTR inh
CS(=O)(=O)c1cccc(C(=O)NC(c2ccccc2)c2ccccc2)c1	-0.4	3	10	6	-18	2	-6	0.1	3	2	1
COCCNC(=S)N1CCCC(CO)C1 (stereo not given)	0.2	-25	-8	3	5	1	1	-1.1	1	-12	-2
COc1ccc(NC(=O)c2cc(-c3cc(F)ccc3OC)n[nH]2)c(OC)c1	-0.1	-34	28	10	-16	.	.	8.4	-7	-4	11
C[C@@H](C(=O)Nc1nc(-c2ccccn2)cs1)N1C(=O)C2CCCCC2C1=O (stereo not given in full)	0.3	-2	7	8	16	-1	2	-0.4	-3	-10	.
